TLR4 MyD88 comp – inhibitors of human TLR4-MyD88 binding | O00206+Q99836 | HeLa CL3-4 TLR4/MyD88 BLA complementation, FRET ratio | inhibition, % at 8.4 µM | 200,000 tested, 0.18% active; in the data active = inhibition above about 25%;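 note: 0% = vehicle and 100% = reference inhibitor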
Target sequence (O00206 whole entry, looked up): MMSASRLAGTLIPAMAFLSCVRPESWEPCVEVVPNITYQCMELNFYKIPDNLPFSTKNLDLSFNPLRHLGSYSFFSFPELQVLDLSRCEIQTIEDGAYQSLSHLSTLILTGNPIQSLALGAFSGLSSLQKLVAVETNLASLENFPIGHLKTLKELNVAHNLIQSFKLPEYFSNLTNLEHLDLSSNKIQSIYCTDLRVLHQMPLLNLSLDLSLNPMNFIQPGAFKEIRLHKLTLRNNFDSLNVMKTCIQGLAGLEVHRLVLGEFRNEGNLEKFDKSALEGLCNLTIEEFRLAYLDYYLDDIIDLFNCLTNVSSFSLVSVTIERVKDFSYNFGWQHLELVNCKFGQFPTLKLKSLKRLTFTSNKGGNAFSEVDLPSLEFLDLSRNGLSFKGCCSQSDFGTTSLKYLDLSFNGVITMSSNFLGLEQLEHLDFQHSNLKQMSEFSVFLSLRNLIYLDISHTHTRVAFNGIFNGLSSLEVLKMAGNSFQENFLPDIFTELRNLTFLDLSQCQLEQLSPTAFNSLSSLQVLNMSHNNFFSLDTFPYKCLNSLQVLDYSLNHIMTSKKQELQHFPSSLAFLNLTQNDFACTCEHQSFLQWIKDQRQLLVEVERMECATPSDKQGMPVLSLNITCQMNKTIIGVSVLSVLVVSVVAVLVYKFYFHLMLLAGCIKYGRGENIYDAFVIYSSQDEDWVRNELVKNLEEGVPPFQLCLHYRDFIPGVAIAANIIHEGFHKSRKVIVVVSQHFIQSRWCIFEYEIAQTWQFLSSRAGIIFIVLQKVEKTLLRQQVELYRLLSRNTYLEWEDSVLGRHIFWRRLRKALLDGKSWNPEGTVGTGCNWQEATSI
Target sequence (Q99836 whole entry, looked up): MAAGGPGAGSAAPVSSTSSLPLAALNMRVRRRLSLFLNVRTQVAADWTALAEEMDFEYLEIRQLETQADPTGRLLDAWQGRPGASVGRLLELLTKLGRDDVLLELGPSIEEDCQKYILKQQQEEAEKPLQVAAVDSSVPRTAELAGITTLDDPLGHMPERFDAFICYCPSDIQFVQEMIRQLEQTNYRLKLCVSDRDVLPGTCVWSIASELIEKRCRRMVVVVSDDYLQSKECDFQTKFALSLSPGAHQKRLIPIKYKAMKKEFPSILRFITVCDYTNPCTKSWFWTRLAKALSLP
STAT3 activator – increases IL-6 driven STAT3 reporter signal; U3A cells, IL-6 STAT3-luciferase reporter, luminescence; 100% = signal with IL-6 EC80 alone; activation (% of control), % at 5.6 µM; 190,000 tested, 0.91% active; AID 871;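 active = activation above the screen-wide mean of compound activation plus 3 SD, cut at about 130% in these data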;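 note: 0% = background luminescence of wells with medium and substrate only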
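Material: human U3A cells carrying STAT3-luciferase construct. Measured by: reporter luminescence signal. Timing: compound 1 h, then IL-6 6 h at 37 °C.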
STAT1 act – increases IFN-gamma driven STAT1 reporter signal; NIH 3T3 STAT1-luciferase reporter, luminescence; 100% = IFN-gamma alone, no compound; activation (% of control), % at 5.5 µM; 200,000 tested, 2.6% active; AID 932;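 active = activation above the screen-wide mean activation plus 3 SD, cut at about 130% in these data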;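 note: raw ratio to IFN-gamma control signal so 100% means no change and 0% no light; values of inactives mirror those of a sister screen read the other way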
Diaph inh CS – inhibits diaphorase or chemically oxidizes, flagging diaphorase assay artifacts. AID 1217. diaphorase resazurin-to-resorufin fluorescence, NADH, 16 min; bacterial (C. kluyveri) enzyme, not human. inhibition, % at 20 µM. 190,000 tested, 0.69% active;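 active = primary screen inhibition at 20 µM above a set limit, cut at about 50% in these data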;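 note: plate controls were DMSO with full reaction for no effect and wells lacking NADH for full effect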
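Test system: bacterial diaphorase enzyme (C. kluyveri); Quantity: 0.14 U/mL diaphorase, enzyme working solution; Times: reaction incubation of 16 min at room temperature; Measured by: fluorescence of resorufin formed from resazurin, Ex 544/Em 590 nm; Benchmarks: positive control minus NADH, DMSO neutral control.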
Hsp70 activator – switches on Hsp70 transcription. HeLa Hsp70 promoter luciferase reporter, luminescence; scaled: vehicle 0, proteasome-inhibitor control 100%. activation, % at 10 µM. AID 1203. 200,000 tested, 0.04% active;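 active = activation above the mean across all tested compounds plus 3 SD, cutoff set per campaign, cut at about 5.5% in these data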;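 note: 100% = MG132 at 30 µM as the positive control and 0% = DMSO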
Diaph act CS – counter-screen for diaphorase-based assays: diaphorase activators and chemical reducers; Diaphorase/resazurin coupled assay, resorufin fluorescence, 16 min; active compounds read high; 1 = vehicle wells, 0 = NADH-free wells; activation factor at 20 µM; 190,000 tested, 0.005% active; AID 1229;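 active = diaphorase activity raised at least twofold by the compound at 20 µM; inactive = activation factor below 2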
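Material: Purified diaphorase enzyme from Clostridium kluyveri | Buffer or medium: 50 mM HEPES pH 7.4 with 4.542 mM MgCl2, 0.005% Tween 20 | Times: 16 min enzyme reaction, ambient temperature | Signal: Red resorufin fluorescence at 544/590 nm excitation/emission | Measure: Increased resorufin signal from activators or reducing compounds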
STAT1 blocker – STAT1 signaling inhibition | NIH 3T3 STAT1-luciferase reporter, IFN-gamma, luminescence | inhibition, % at 5.5 µM | AID 920 | 200,000 tested, 0.35% active;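 active = inhibition above a set limit, the mean inhibition across all tested compounds plus 3 SD, cut at about 34% in these data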;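 note: 0% = IFN-gamma with DMSO and 100% = IFN-gamma with 300 µM nifuroxazide; values of inactives mirror those of a sister screen read the other way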
G6PDH CS – inhibits Leuconostoc G6PDH, flagging false hits in G6PDH-based assays. Purified L. mesenteroides G6PDH, diaphorase/resazurin coupled fluorescence, 45 min. inhibition, % at 5 µM. 200,000 tested, 0.12% active. AID 1020; in the data active = inhibition above about 50%
STAT3 inh – reduces IL-6 driven STAT3 reporter signal; AID 862; 190,000 tested, 0.89% active; U3A cells, IL-6 STAT3-luciferase reporter, luminescence; host cell line lacks STAT1; inhibition, % at 5.5 µM;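 active = inhibition above the mean inhibition across all screened compounds plus 3 SD, cut at about 44% in these data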;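 note: 0% = DMSO only wells and 100% = 100 µM nifuroxazide control wells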
APP 5UTR inh – APP translation inhibition | SH-SY5Y APP 5'UTR-luciferase reporter, luminescence | inhibition, % at 2 µM | 190,000 tested, 0.82% active;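 active = inhibition above a set limit, derived from the sample mean plus 3 SD, cut at about 45% in these data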; note: values of inactives mirror those of a sister screen read the other way
An asterisk follows results filed as active.

CCn1c(C(C)NC(=O)c2ccc(Cl)cc2)n[nH]c1=S (centres undefined) was read as TLR4 MyD88 comp -3.1, STAT3 activator 91.0, STAT1 act 96.9, Diaph inh CS 9.6, Hsp70 activator -0.2, Diaph act CS 0.9, STAT1 blocker 2.1, G6PDH CS 7.4, STAT3 inh 14.3 and APP 5UTR inh 12.5.
For CCC1CCC/C1=N\NC(=O)CCC(=O)Nc1ccccc1Cl (centres undefined) the results were TLR4 MyD88 comp -14.4, STAT3 activator 104.3, STAT1 act 95.6, Diaph inh CS 5.7, Hsp70 activator -0.1, Diaph act CS 0.9, STAT1 blocker 5.0, G6PDH CS 8.5, STAT3 inh -2.4 and APP 5UTR inh -13.5.
Screening Cc1ccc(NC(=O)CCN2C(=O)c3ccncc3C2=O)cc1 returned TLR4 MyD88 comp -2.4, STAT3 activator 99.5, STAT1 act 100.5, Diaph inh CS 14.2, Hsp70 activator 0.1, Diaph act CS 0.9, STAT1 blocker -0.6, G6PDH CS -5.1, STAT3 inh 5.5 and APP 5UTR inh 18.2.
`O=C(Cc1coc(-c2ccc(F)cc2)n1)Nc1ccccc1` gave TLR4 MyD88 comp -10.6, STAT3 activator 88.8, STAT1 act 96.4, Diaph inh CS 4.5, Hsp70 activator -0.1, Diaph act CS 1, STAT1 blocker 2.2, G6PDH CS 2.7, STAT3 inh 17.5 and APP 5UTR inh 5.3.
CCc1nc(SCc2nc3ccccc3[nH]2)c2oc3ccccc3c2n1 was read as TLR4 MyD88 comp -8.6, STAT3 activator 90.9, STAT1 act 90.6, Diaph inh CS 20.3, Hsp70 activator -0.2, Diaph act CS 0.8, STAT1 blocker 10.1, G6PDH CS 15.6, STAT3 inh 16.1 and APP 5UTR inh -9.2.
O=C(Nc1cc(N2CCOCC2)ncn1)NC1(C(F)(F)F)Oc2ccc(Cl)cc2O1 (centres undefined) was read as TLR4 MyD88 comp 1.4, STAT3 activator 97.3, STAT1 act 97.1, Diaph inh CS 62.6*, Hsp70 activator 0.0, Diaph act CS 0.4, STAT1 blocker 3.2, G6PDH CS -33.4, STAT3 inh 5.7 and APP 5UTR inh 43.0.
For CS(=O)(=O)Nc1ccccc1C(=O)NCc1ccccc1Cl the results were TLR4 MyD88 comp -1.3, STAT3 activator 94.6, STAT1 act 107.0, Diaph inh CS -3.8, Hsp70 activator -0.2, Diaph act CS 1, STAT1 blocker -7.2, G6PDH CS -2.5, STAT3 inh 12.0 and APP 5UTR inh -7.2.
CC1Cc2ccccc2N1c1nc(C2CC2)nc2c1nnn2Cc1ccccc1 (centres undefined) was read as TLR4 MyD88 comp -9.8, STAT3 activator 101.0, STAT1 act 98.8, Diaph inh CS 18.3, Hsp70 activator -0.2, Diaph act CS 0.8, STAT1 blocker 1.3, G6PDH CS 5.0, STAT3 inh 0.8 and APP 5UTR inh -1.0.
For Brc1ccc(Cn2c(-c3ccc(Br)o3)nc3ccccc32)o1 the results were TLR4 MyD88 comp -3.8, STAT3 activator 100.9, STAT1 act 109.8, Diaph inh CS 27.3, Hsp70 activator 0.0, Diaph act CS 0.7, STAT1 blocker -10.8, G6PDH CS 2.5, STAT3 inh 2.7 and APP 5UTR inh -29.2.
CCCCNC(=O)C(NS(=O)(=O)c1cccc2nsnc12)c1ccccc1 (centres undefined) was read as TLR4 MyD88 comp -0.1, STAT3 activator 98.8, STAT1 act 97.8, Diaph inh CS 8.6, Hsp70 activator -0.1, Diaph act CS 0.9, STAT1 blocker 2.4, G6PDH CS 1.7, STAT3 inh 4.1 and APP 5UTR inh 1.2.
`COc1ccccc1N(C)S(=O)(=O)c1ccc(C(=O)OCC(=O)N2CCCCCC2)cc1` gave TLR4 MyD88 comp -3.9, STAT3 activator 102.6, STAT1 act 97.6, Diaph inh CS 10.4, Hsp70 activator -0.1, Diaph act CS 0.9, STAT1 blocker 2.6, G6PDH CS 7.9, STAT3 inh -3.5 and APP 5UTR inh -11.6.
`CCC(=O)NC(c1ccccc1OC)c1ccc2cccnc2c1O` (centres undefined) gave TLR4 MyD88 comp 11.2, STAT3 activator 84.5, STAT1 act 95.3, Diaph inh CS 47.1, Hsp70 activator -0.3, Diaph act CS 0.5, STAT1 blocker 7.4, G6PDH CS 23.9, STAT3 inh 21.4 and APP 5UTR inh 88.8*.
CC(=O)NCCCC(=O)NN1C(=S)N(Cc2ccccc2)C(=O)C1CC(=O)Nc1cccc(C)c1 (centres undefined) was read as TLR4 MyD88 comp -2.2, STAT3 activator 97.6, STAT1 act 105.6, Diaph inh CS 13.5, Hsp70 activator -0.2, Diaph act CS 0.9, STAT1 blocker -6.1, G6PDH CS 4.5, STAT3 inh 5.0 and APP 5UTR inh -14.1.
Screening CCc1ccccc1N(CC)C(=O)c1cn(CC)c(=O)c2cc(OC)c(OC)cc12 returned TLR4 MyD88 comp -11.3, STAT3 activator 93.4, STAT1 act 103.5, Diaph inh CS 6.0, Hsp70 activator -0.1, Diaph act CS 0.9, STAT1 blocker -3.8, G6PDH CS 7.8, STAT3 inh 11.4 and APP 5UTR inh 8.0.
Screening O=C(CNC1CCCCC1)NCC1(c2ccccc2)CCCC1 returned TLR4 MyD88 comp -4.0, STAT3 activator 112.2, STAT1 act 90.1, Diaph inh CS 9.9, Hsp70 activator -0.1, Diaph act CS 0.9, STAT1 blocker 9.2, G6PDH CS 9.9, STAT3 inh -12.9 and APP 5UTR inh -11.8.
Screening O=C1c2ccccc2-c2c1cccc2C(=O)N1CCN(C(=O)c2ccco2)CC1 returned TLR4 MyD88 comp 1.5, STAT3 activator 105.1, STAT1 act 96.8, Diaph inh CS 14.6, Hsp70 activator 0.0, Diaph act CS 0.9, STAT1 blocker 3.4, G6PDH CS 0.8, STAT3 inh 1.9 and APP 5UTR inh -0.1.
Screening CCOC(=O)c1cnc2c(-c3ccc(F)cc3)cnn2c1C(F)(F)F returned TLR4 MyD88 comp 5.0, STAT3 activator 94.3, STAT1 act 94.0, Diaph inh CS 13.2, Hsp70 activator -0.1, Diaph act CS 0.9, STAT1 blocker 5.7, G6PDH CS 16.5, STAT3 inh 13.1 and APP 5UTR inh -16.7.
For CCn1cc(C(=O)NCCCN(C)C)c(=O)c2cc(F)c(N3CCN(C)CC3)cc21 the results were TLR4 MyD88 comp -8.7, STAT3 activator 102.0, STAT1 act 92.7, Diaph inh CS -7.0, Hsp70 activator 0.0, Diaph act CS 1.1, STAT1 blocker 8.1, G6PDH CS -15.3, STAT3 inh 0.4 and APP 5UTR inh 5.2.
For COc1cccc(-n2c(Cc3cc(=O)[nH]c(=O)[nH]3)nnc2SCc2cccc(C(F)(F)F)c2)c1 the results were TLR4 MyD88 comp 7.0, STAT3 activator 102.0, STAT1 act 101.1, Diaph inh CS -1.2, Hsp70 activator -0.2, Diaph act CS 1, STAT1 blocker -0.9, G6PDH CS 0.7, STAT3 inh 6.2 and APP 5UTR inh -12.7.
For CCOC(=O)c1c(NC(=O)CC2SC(N)=NC2=O)sc(C)c1C (centres undefined) the results were TLR4 MyD88 comp -9.8, STAT3 activator 94.6, STAT1 act 98.4, Diaph inh CS 11.8, Hsp70 activator 0.1, Diaph act CS 0.9, STAT1 blocker -0.2, G6PDH CS 3.3, STAT3 inh 8.6 and APP 5UTR inh 9.6.

2 compounds drawn at random from the list so far, as already listed:
`CCC(=O)NC(c1ccccc1OC)c1ccc2cccnc2c1O` (centres undefined) gave TLR4 MyD88 comp 11.2, STAT3 activator 84.5, STAT1 act 95.3, Diaph inh CS 47.1, Hsp70 activator -0.3, Diaph act CS 0.5, STAT1 blocker 7.4, G6PDH CS 23.9, STAT3 inh 21.4 and APP 5UTR inh 88.8*.
Screening CCc1ccccc1N(CC)C(=O)c1cn(CC)c(=O)c2cc(OC)c(OC)cc12 returned TLR4 MyD88 comp -11.3, STAT3 activator 93.4, STAT1 act 103.5, Diaph inh CS 6.0, Hsp70 activator -0.1, Diaph act CS 0.9, STAT1 blocker -3.8, G6PDH CS 7.8, STAT3 inh 11.4 and APP 5UTR inh 8.0.

(listing goes on)
Cc1ccccc1CS(=O)(=O)Cc1ccc(C(=O)NCc2cccnc2)o1 was read as TLR4 MyD88 comp -11.4, STAT3 activator 103.3, STAT1 act 101.4, Diaph inh CS 20.2, Hsp70 activator -0.3, Diaph act CS 0.8, STAT1 blocker -1.5, G6PDH CS 7.3, STAT3 inh 3.8 and APP 5UTR inh -15.7.
Cc1ccccc1OCC(=O)NNC(=O)CSc1nc(N)cc(N)n1 was read as TLR4 MyD88 comp -13.4, STAT3 activator 97.1, STAT1 act 102.5, Diaph inh CS 22.7, Hsp70 activator -0.2, Diaph act CS 0.8, STAT1 blocker -6.1, G6PDH CS -1.1, STAT3 inh 8.2 and APP 5UTR inh -5.7.
`O=C(CCS(=O)(=O)CCN1CCOCC1)NCNC(=O)CCS(=O)(=O)CCN1CCOCC1` gave TLR4 MyD88 comp 1.8, STAT3 activator 103.9, STAT1 act 104.4, Hsp70 activator -0.4, STAT1 blocker -5.1, G6PDH CS 5.8, STAT3 inh 1.3 and APP 5UTR inh -3.0.
OCC1(Cc2ccccc2C(F)(F)F)CCN(Cc2cccc3cnccc23)CC1 was read as TLR4 MyD88 comp 6.2, STAT3 activator 104.9, STAT1 act 98.2, Diaph inh CS 12.1, Hsp70 activator -0.1, Diaph act CS 0.9, STAT1 blocker 0.3, G6PDH CS 11.3, STAT3 inh -1.2 and APP 5UTR inh -9.4.
`COc1cc(NC(=O)c2ccc(COCC(F)(F)F)o2)cc(OC)c1OC` gave TLR4 MyD88 comp -10.0, STAT3 activator 102.3, STAT1 act 87.7, Diaph inh CS 16.3, Hsp70 activator -0.4, Diaph act CS 0.8, STAT1 blocker 12.4, G6PDH CS 23.5, STAT3 inh -1.4 and APP 5UTR inh -2.3.
Screening Cc1cccc(-c2nc(CSCC(=O)N3CCN(Cc4ccc5c(c4)OCO5)CC3)c(C)o2)c1 returned TLR4 MyD88 comp 5.7, STAT3 activator 94.6, STAT1 act 99.2, Diaph inh CS 35.0, Hsp70 activator -0.5, Diaph act CS 0.7, STAT1 blocker 2.1, G6PDH CS -36.0, STAT3 inh 12.7 and APP 5UTR inh 2.6.
CCC(C)NC(=O)CS(=O)Cc1nc(-c2cccc(OC)c2)oc1C (centres undefined) was read as TLR4 MyD88 comp 4.0, STAT3 activator 102.3, STAT1 act 100.0, Diaph inh CS 19.1, Hsp70 activator -0.2, Diaph act CS 0.8, STAT1 blocker 0.0, G6PDH CS 8.9, STAT3 inh 5.9 and APP 5UTR inh -8.2.
For CN(C)CCCNC(=S)Nc1ccc(Oc2ccccc2)cc1 the results were TLR4 MyD88 comp -1.0, STAT3 activator 101.3, STAT1 act 94.8, Diaph inh CS 1.1, Hsp70 activator -0.1, Diaph act CS 1, STAT1 blocker 4.8, G6PDH CS 9.1, STAT3 inh 5.7 and APP 5UTR inh 8.8.
